Yeast superoxide = reduction of superoxide in aged yeast, primary screen, HTS | superoxide response (% of plate mean), % at 10 µM | 0.18% of 330,000 active | S. cerevisiae aged cells, superoxide DHE fluorescence; active compounds read low | AID 2690, 2010;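 active = superoxide response under a set limit, about three screen SD below normal, cut at about 65% in these data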;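 also: yeast aged for seven days with compound at 30 °C before DHE staining; 100% = average MFI of all compound-treated wells on the plate with controls excluded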
AGP1 TOR yeast = modulators of AGP1-GFP expression in yeast TOR pathway, primary screen, cell-based, multiplex flow cytometry, S. cerevisiae, MLPCN library; 3 h; GFP as percent of DMSO wells; GFP response vs DMSO, % at 10 µM; 0.02% of 320,000 active; AID 2066, 2009;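 active = GFP response relative to DMSO above a set limit, near screen average plus 3 SD, cut at about 150% in these data; inconclusive = fewer than 70 cells counted for the yeast strain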;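 also: median GFP channel fluorescence of the gated AGP1 strain per well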
VLA-4 inh = inhibition in human VLA-4 binding assay, primary screen, VLA-4 allosteric modulator project, MLPCN library, flow cytometry, VLA-4 expressing cells; Integrin alpha-4 (Homo sapiens), P13612; ligand binding flow cytometry; inhibition, % (about 7 µM as worked out from the volumes in the protocol); 0.2% of 330,000 active; AID 2557, 2010; in the data active = inhibition above about 50%
Target sequence (P13612 whole entry, looked up): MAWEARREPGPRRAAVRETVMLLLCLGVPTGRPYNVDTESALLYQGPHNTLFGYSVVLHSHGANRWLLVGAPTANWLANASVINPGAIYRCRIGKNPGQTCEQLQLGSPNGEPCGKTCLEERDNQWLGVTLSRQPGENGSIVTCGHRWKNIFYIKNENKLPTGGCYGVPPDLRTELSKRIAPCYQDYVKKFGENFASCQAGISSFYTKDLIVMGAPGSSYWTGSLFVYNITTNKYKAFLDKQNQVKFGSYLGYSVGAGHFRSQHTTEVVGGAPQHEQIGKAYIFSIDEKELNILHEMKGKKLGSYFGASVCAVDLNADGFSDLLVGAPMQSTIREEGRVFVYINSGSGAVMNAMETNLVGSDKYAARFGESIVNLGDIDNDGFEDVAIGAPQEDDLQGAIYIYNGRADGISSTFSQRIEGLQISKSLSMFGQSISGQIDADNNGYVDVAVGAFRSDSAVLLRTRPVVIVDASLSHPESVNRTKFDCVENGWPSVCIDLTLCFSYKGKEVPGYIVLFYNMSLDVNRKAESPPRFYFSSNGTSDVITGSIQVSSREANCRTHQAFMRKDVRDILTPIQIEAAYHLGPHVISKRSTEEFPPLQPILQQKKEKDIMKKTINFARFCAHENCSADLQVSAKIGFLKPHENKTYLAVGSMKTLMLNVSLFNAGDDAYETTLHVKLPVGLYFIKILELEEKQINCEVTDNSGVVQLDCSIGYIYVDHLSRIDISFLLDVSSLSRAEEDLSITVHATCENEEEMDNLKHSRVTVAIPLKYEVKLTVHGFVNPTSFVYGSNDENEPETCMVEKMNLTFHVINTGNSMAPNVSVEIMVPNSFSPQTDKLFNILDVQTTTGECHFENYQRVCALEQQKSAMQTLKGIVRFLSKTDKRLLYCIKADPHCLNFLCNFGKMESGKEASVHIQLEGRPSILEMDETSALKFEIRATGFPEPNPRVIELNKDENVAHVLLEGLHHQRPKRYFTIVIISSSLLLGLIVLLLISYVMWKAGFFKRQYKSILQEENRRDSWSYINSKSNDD
CIT2 TOR yeast = modulators of CIT2-GFP expression in yeast, primary screen, S. cerevisiae, GFP fusion, multiplex flow cytometry, MLPCN library; S. cerevisiae CIT2-GFP strain, 3 h; 100 means same as DMSO wells; GFP response vs DMSO, % at 10 µM; 0.065% of 320,000 active;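 active = GFP response relative to DMSO above a set limit, near the screen mean plus 3 SD, cut at about 150% in these data; inconclusive = Fewer than 70 cells measured for a yeast strain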;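 also: ratio of well median GFP fluorescence to mean of DMSO wells on the plate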
LAP4 TOR yeast = modulators of LAP4-GFP expression in yeast, primary screen, S. cerevisiae, multiplex flow cytometry, MLPCN library; 3 h; median GFP as percent of DMSO wells; GFP response vs DMSO, % at 10 µM; 0.34% of 320,000 active;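 active = GFP response vs DMSO above a set limit, about the screen mean plus 3 SD, cut at about 150% in these data; inconclusive = under 70 cell events counted for the yeast strain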
RPL19A TOR yeast = RPL19A-GFP expression modulators in yeast, primary screen, cell-based, S. cerevisiae, multiplex flow cytometry, MLPCN. percent response vs DMSO, % at 10 µM. S. cerevisiae RPL19A-GFP strain, 3 h; active compounds read low. 0.3% of 330,000 active;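 active = percent response vs DMSO below 50%; inconclusive = fewer than 70 events counted for the yeast strain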;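 also: median channel GFP fluorescence of the barcoded RPL19A-GFP strain; ratio of sample median GFP to plate DMSO average so 100% = DMSO; lower means less RPL19A-GFP as with rapamycin TOR inhibition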
MEP2 TOR yeast = modulators of MEP2-GFP levels in yeast, primary screen, S. cerevisiae, multiplex flow cytometry, MLPCN library; S. cerevisiae MEP2-GFP strain, 3 h; 100% = DMSO control level; GFP response vs DMSO, % at 10 µM; 0.51% of 330,000 active;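 active = GFP response versus DMSO above a set limit, roughly screen mean plus 3 SD, cut at about 180% in these data; inconclusive = fewer than 70 cells counted for a yeast strain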;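 also: median GFP fluorescence of the barcode-gated MEP2-GFP cells per well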
GRK2 aptamer HTS = compounds blocking aptamer binding on GRK2 – biochemical, human GRK2, bead flow cytometry, HTS, primary screen | AID 488847, 2010 | Beta-adrenergic receptor kinase 1 (Homo sapiens), P25098 | 0.59% of 330,000 active | inhibition of aptamer binding, % at 10 µM | FAM-aptamer displacement from GRK2;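 active = inhibition of aptamer binding above 40%, roughly 3 SD of noise, on plates passing a quality check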;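 also: median bead fluorescence of bound FAM aptamer so fluorescent compounds give negative values; no value below 0 was filed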
* hit, by the source's call; i = inactive; ? = inconclusive; / = not tested or not shown; [ ] = remark or other dose. Not all compounds are listed; count on the stated rates, not on these rows.

Sample of the layout:
SMILES | Yeast superoxide | AGP1 TOR yeast | VLA-4 inh | CIT2 TOR yeast | LAP4 TOR yeast | RPL19A TOR yeast | MEP2 TOR yeast | GRK2 aptamer HTS
COC(=O)C1=C(c2ccc(OC)c(OC)c2)C[C@@H]2CC[C@H]1N2C(=O)N1CCC(C)CC1 | 85 | 100 | 6 | 98 | 94 | 96 | 97 | 4
Cc1cc(OCC(=O)NC(Cc2ccc(Cl)cc2)C(=O)O)c2c3c(c(=O)oc2c1)CCC3 (stereo not given) | 103 | 99 | -5 | 96 | 105 | 98 | 100 | 2
CC1(C)C2CC=C(CN3CCOCC3)C1C2 (stereo not given) | 103 | 92 | 2 | 97 | 99 | 97 | 100 | 3
COc1ccc(P2(=O)Nc3ccccc3N2)cc1 | 90 | 102 | -63 | 105 | 102 | 100 | 111 | 13
O=c1[nH]c(=S)[nH]c(O)c1N=Nc1ccc(S(=O)(=O)N2CCOCC2)cc1 | 106 | 97 | -10 | 88 | 82 | 98 | 101 | 0
O=C(NC1CC2CCCC(C1)N2)c1ccccc1 (stereo not given) | 106 | 93 | 2 | 100 | 87 | 98 | 102 | 0
CNC(=O)OCCc1nccn1C | 107 | 100 | -9 | 99 | 102 | 104 | 107 | 0
Cc1nc2cc([N+](=O)[O-])ccc2c(=O)n1-c1cccc(Br)c1 | 98 | 116 | 0 | 102 | 108 | 102 | 100 | 0
CC(C)(C)c1ccc(O)c(N=Cc2c(O)ccc3ccccc23)c1 | 105 | 97 | i | 103 | 96 | 98 | 88 | 0
Cn1cc(C(=O)N2CCCCC2)c2ccccc21 | 100 | 90 | 4 | 94 | 98 | 98 | 100 | 0
C#C[C@]1(O)CC[C@H]2[C@@H]3CCC4=CC(=O)CC[C@]4(C)[C@H]3CC[C@@]21C | 103 | 87 | 29 | 85 | 113 | 104 | 95 | 0
CN1CCN(c2cc(N3CCNCC3)ccc2[N+](=O)[O-])CC1 | 91 | 97 | 5 | 108 | 96 | 106 | 99 | 0

The listing, from the start:
SMILES | Yeast superoxide | AGP1 TOR yeast | VLA-4 inh | CIT2 TOR yeast | LAP4 TOR yeast | RPL19A TOR yeast | MEP2 TOR yeast | GRK2 aptamer HTS
COC(=O)C1=C(c2ccc(OC)c(OC)c2)C[C@@H]2CC[C@H]1N2C(=O)N1CCC(C)CC1 | 85 | 100 | 6 | 98 | 94 | 96 | 97 | 4
Cc1cc(OCC(=O)NC(Cc2ccc(Cl)cc2)C(=O)O)c2c3c(c(=O)oc2c1)CCC3 (stereo not given) | 103 | 99 | -5 | 96 | 105 | 98 | 100 | 2
CC1(C)C2CC=C(CN3CCOCC3)C1C2 (stereo not given) | 103 | 92 | 2 | 97 | 99 | 97 | 100 | 3
COc1ccc(P2(=O)Nc3ccccc3N2)cc1 | 90 | 102 | -63 | 105 | 102 | 100 | 111 | 13
O=c1[nH]c(=S)[nH]c(O)c1N=Nc1ccc(S(=O)(=O)N2CCOCC2)cc1 | 106 | 97 | -10 | 88 | 82 | 98 | 101 | 0
O=C(NC1CC2CCCC(C1)N2)c1ccccc1 (stereo not given) | 106 | 93 | 2 | 100 | 87 | 98 | 102 | 0
CNC(=O)OCCc1nccn1C | 107 | 100 | -9 | 99 | 102 | 104 | 107 | 0
Cc1nc2cc([N+](=O)[O-])ccc2c(=O)n1-c1cccc(Br)c1 | 98 | 116 | 0 | 102 | 108 | 102 | 100 | 0
CC(C)(C)c1ccc(O)c(N=Cc2c(O)ccc3ccccc23)c1 | 105 | 97 | i | 103 | 96 | 98 | 88 | 0
Cn1cc(C(=O)N2CCCCC2)c2ccccc21 | 100 | 90 | 4 | 94 | 98 | 98 | 100 | 0
C#C[C@]1(O)CC[C@H]2[C@@H]3CCC4=CC(=O)CC[C@]4(C)[C@H]3CC[C@@]21C | 103 | 87 | 29 | 85 | 113 | 104 | 95 | 0
CN1CCN(c2cc(N3CCNCC3)ccc2[N+](=O)[O-])CC1 | 91 | 97 | 5 | 108 | 96 | 106 | 99 | 0
O=C(CSC1c2ccccc2-c2ccccc21)N/N=C/c1ccccc1O | 88 | 99 | -3 | 94 | 100 | 88 | 92 | 6
C[C@]12CC[C@H](O)CC1=CCC1C2CC[C@@]2(C)C1C[C@@H](O)[C@@H]2O (stereo not given in full) | 141 | 100 | 2 | 100 | 100 | 102 | 108 | 0
CN1C(=O)C(=Cc2ccccc2OCCOc2ccc([N+](=O)[O-])cc2)C(=O)N(C)C1=O | 95 | 109 | 9 | 84 | 111 | 97 | 98 | 8
CN1C(=O)C(=Cc2ccc(N3CCOCC3)o2)C(=O)N(C)C1=S | 109 | 95 | -1 | 95 | 83 | 96 | 91 | 0
COc1ccc2[nH]cc(C(=O)CN(C)C)c2c1 | 94 | ? | 18 | ? | ? | 13*[may fluoresce violet] | ? | 0
CN1CCN(c2ccc(C(N)=O)cc2N)CC1 | 87 | 97 | 13 | 87 | 101 | 95 | 105 | 43*
CCOP(=O)(OCC)C(O)c1cccc([N+](=O)[O-])c1 (stereo not given) | 102 | 90 | 31 | 96 | 105 | 94 | 114 | 0
Cc1ccccc1-n1c(O)c(C=Nc2ccc3c(c2)OCO3)c(=O)[nH]c1=O | 99 | 98 | 2 | 96 | 97 | 95 | 96 | 0
C[C@@H]1CCC2[C@@H](C)C(=O)O[C@@H]3OC4(C)CCC1[C@@]23OO4 (stereo not given in full) | 114 | 93 | 12 | 93 | 91 | 98 | 99 | 1
C[C@]12CCC3C(CCC4=C/C(=N/OCC(=O)NC(CCC(N)=O)C(=O)O)CC[C@@]43C)C1CCC2O (stereo not given in full) | 71 | 99 | 5 | 90 | 113 | 96 | 102 | 0
CCOC(=O)c1c(C)n(Cc2ccccc2)c2ccc(OCC(O)CN3C(=O)CNC3=O)cc12 (stereo not given) | 107 | 101 | 13 | 105 | 94 | 100 | 107 | 1
CCOc1ccc(C2CC(c3c(O)n(C)c(=O)n(C)c3=O)=NN2)cc1 (stereo not given) | 97 | 110 | 10 | 101 | 111 | 103 | 105 | 1
COc1cccc(-c2cc(C(F)(F)F)n3nc(C(=O)N4CCC5(CC4)OCCO5)cc3n2)c1 | i | 89 | -7 | 99 | 103 | 93 | 93 | 0
SMILES | Yeast superoxide | AGP1 TOR yeast | VLA-4 inh | CIT2 TOR yeast | LAP4 TOR yeast | RPL19A TOR yeast | MEP2 TOR yeast | GRK2 aptamer HTS
Cc1ccc(-n2nc(C)c3c2NC(=O)CSC3c2ccc3c(c2)OCO3)cc1 (stereo not given) | 95 | 98 | 10 | 92 | 94 | 92 | 93 | 1
O=C1C2CCCC1C(N1CCCC1)CC2 (stereo not given) | 89 | 102 | 11 | 102 | 94 | 102 | 102 | 3
C=CCN1C(=O)NC(=O)/C(=C/c2ccc(OC)c(COc3ccc(NC(C)=O)cc3)c2)C1=O | 107 | 110 | -8 | 99 | 125 | 99 | 97 | 3
COc1ccc(Br)cc1CNCCc1ccc2c(c1)OCO2 | 86 | 104 | 6 | 100 | 102 | 101 | 104 | 0
Cc1cccc(NP(=O)(Oc2ccccc2)Oc2ccccc2)c1C | 121 | 102 | -12 | 103 | 91 | 103 | 108 | 0
C[N+]1(C)[C@@H]2CC[C@H]1CC(OC(=O)C(c1ccccc1)c1ccccc1)C2 (stereo not given in full) | 111 | 84 | 0 | 85 | 92 | 97 | 95 | 0
CCOc1ccc(-n2c(O)c(C=NCCN(CC)CC)c(=O)[nH]c2=O)cc1 | 96 | 104 | 12 | 103 | 102 | 100 | 101 | 0
CCN(CC)C(=O)c1ccc(NC(=O)COc2ccccc2F)cc1 | 113 | 105 | 22 | 102 | 97 | 102 | 100 | 2
CCN1C(=O)NC(=O)/C(=C\c2cn(CC(=O)N3CCCCC3)c3ccccc23)C1=O | 87 | 100 | 18 | 110 | 103 | 105 | 106 | 3
CC(=O)c1cc(C#N)c(N2CCN(C)CC2)nc1C | 103 | 100 | 8 | 97 | 111 | 97 | 110 | 0
O=C(Cc1ccccc1)OCn1nnc2ccccc2c1=O | 93 | 110 | -5 | 96 | 120 | 98 | 107 | 1
Cc1ccc(C2CC(=O)C(C=NCCN3CCN(C(=O)Cc4ccccc4)CC3)=C(O)C2)cc1 (stereo not given) | 101 | 91 | 6 | 87 | 96 | 101 | 96 | 1
COC(=O)C1=C(c2ccc(C(C)=O)cc2)C[C@@H]2CC[C@H]1N2C(=O)N1CCC(O)CC1 | 102 | 101 | -8 | 103 | 103 | 97 | 97 | 1
COc1ccc(-n2c(O)c(C=NCCCn3ccnc3)c(=O)[nH]c2=O)cc1 | 98 | 105 | -8 | 104 | 102 | 98 | 104 | 0
COC(=O)CN1C(=O)C2(C(C(=O)OC)=C(N)Oc3ccccc32)C2=C1CC(C)(C)CC2=O (stereo not given) | 92 | 107 | / | 107 | 105 | 102 | 101 | 2
CCN(CC)c1ccc(CN2CC=C(c3ccc(F)cc3)CC2)cc1 | 90 | 103 | 0 | 102 | 103 | 103 | 113 | 0
C=C[C@H]1CN2CC[C@H]1C[C@@H]2[C@@H](O)c1ccnc2ccccc12 | 98 | 92 | 39 | 93 | 103 | 97 | 112 | 0
O=C(Cn1c(=O)c(C(F)(F)F)nc2ccccc21)N1CCC2(CC1)OCCO2 | 84 | 101 | -6 | 103 | 102 | 95 | 100 | 0
CCCNC(=O)N1[C@H]2CC[C@@H]1C(C(=O)OC)=C(c1cccc(Cl)c1)C2 | 111 | 93 | 9 | 100 | 100 | 96 | 95 | 2
O=S(=O)(c1ccc(Cl)cc1Cl)N1CCCC1c1cccnc1 (stereo not given) | 85 | 96 | 1 | 98 | 102 | 97 | 91 | 0
N/C(=N\[N+](=O)[O-])N/N=C/c1ccc(O)cc1 | 81 | / | 0 | 109 | 113 | 102 | 106 | 2
CN1C2CCC1C(C(=O)O)C(O)C2 (stereo not given) | 140 | 96 | 18 | 93 | 104 | 94 | 101 | 0
COc1cccc(N2C(=O)NC(=O)/C(=C/c3ccc4c(c3)Cc3ccccc3-4)C2=O)c1 | 90 | 98 | -2 | 96 | 106 | 99 | 104 | 6
C=CCn1c(O)c(C(C)=NCCC(c2ccccc2)c2ccccc2)c(=O)[nH]c1=O | 102 | 97 | -14 | 104 | 84 | 99 | 102 | 0
CC(=O)OC1N=C(c2ccccc2Cl)c2cc(Br)ccc2N(C)C1=O (stereo not given) | 103 | 118 | -2 | 108 | 106 | 91 | 92 | 3
C#C[C@]1(O)[C@H](O)CC2C3CC[C@H]4C[C@@H](O)CC[C@]4(C)C3CC[C@@]21C (stereo not given in full) | 94 | 95 | 0 | 102 | 96 | 97 | 99 | 0
Cc1cccc2c1N(N=O)CCC2 | 85 | 107 | 13 | 104 | 90 | 102 | 102 | 0
CCn1c(O)c(C=Nc2ccc(S(N)(=O)=O)cc2)c(=O)[nH]c1=S | 100 | 106 | 25 | 106 | 99 | 114 | 107 | 3

2 entries from above, field by field:
C=CCn1c(O)c(C(C)=NCCC(c2ccccc2)c2ccccc2)c(=O)[nH]c1=O
- Yeast superoxide: 102
- AGP1 TOR yeast: 97
- VLA-4 inh: -14
- CIT2 TOR yeast: 104
- LAP4 TOR yeast: 84
- RPL19A TOR yeast: 99
- MEP2 TOR yeast: 102
- GRK2 aptamer HTS: 0
CC(=O)OC1N=C(c2ccccc2Cl)c2cc(Br)ccc2N(C)C1=O (stereo not given)
- Yeast superoxide: 103
- AGP1 TOR yeast: 118
- VLA-4 inh: -2
- CIT2 TOR yeast: 108
- LAP4 TOR yeast: 106
- RPL19A TOR yeast: 91
- MEP2 TOR yeast: 92
- GRK2 aptamer HTS: 3

Assay outcomes as filed in PubChem BioAssay.
